# mHtt clearance – compounds clearing mutant huntingtin protein; actives 0.42% (n = 47,000); HeLa Exon1htt(103Q)mCFP, aggregate imaging; zero = plate's median compound well; inhibition, % at 1.5 µM;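 active means inhibition of aggregate fluorescence above about 70%, also judged a hit by eye on the cell image, limit read from the data, passing the limit was not always enough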;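 further: cells exposed to compound for three days before fixation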
# mHtt clearance grain fraction – further read-out of mHtt clearance, marked with its call; fraction fluorescence in grains; measured here: aggregate grain fluorescence fraction; stronger effect = lower value;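 scaled fraction of total cell fluorescence in grains with unit not stated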
# An asterisk follows results filed as active. An excerpt (hit frequency here may not be typical).
canonical_smiles	mHtt clearance	mHtt clearance grain fraction
O=C1CSC(c2ccccn2)N1c1ccccc1 (centres undefined)	12	31
CC(C)C(=O)N1CCN(c2ccccc2NC(=O)c2cccc(Cl)c2)CC1	24	31
Cc1cc(C)nc(N2C(=O)CC(C(=O)O)NC2=NCCc2c[nH]c3ccccc23)n1 (centres undefined)	-43	29
COc1nc(Oc2ccc(=O)n(C)n2)nc(N(C)C)n1	-11	43
Brc1ccc(-c2nnc(-c3ccco3)o2)cc1	-25	48
CC(C)(C)C1CCc2onc(C(=O)NCc3ccc(F)cc3)c2C1 (centres undefined)	38	25
CCOC(=O)C1CCCN(C(=O)Cn2nc(CC)n3c(cc4sccc43)c2=O)C1 (centres undefined)	-147	91
CCOc1ccc2[nH]c(=O)c(CN(Cc3nnnn3Cc3ccco3)C3CCCCC3)cc2c1	3	36
Cc1ccc(NC(=O)Nc2cccs2)nc1	14	18
CN(C1CCCCC1)S(=O)(=O)c1ccc(NC(=O)c2ccc(Br)o2)cc1	7	17
O=C(Nc1c(F)cc(F)cc1Br)C1CCCO1 (centres undefined)	38	12
Cc1ccc(CN2CCN(/N=C/c3ccco3)CC2)c(C)c1	-20	24
O=C(c1cc2ncc(Br)cn2n1)N1CCN(C(=O)c2ccco2)CC1	-6	21
Oc1ccc2ccccc2c1C1Nc2cccc3cccc(c23)N1	-47	29
Cc1nccn1S(=O)(=O)c1ccc(Br)cc1Br	-16	33
Nc1nnc(-c2cn(-c3ccccc3)nc2-c2ccccc2)o1	-39	64
CSc1nc(NC(C)(C)C)nc(N2CCOCC2)n1	-36	25
CCCc1[nH]nc2c1C(c1ccncc1)C(C#N)=C(N)O2 (centres undefined)	38	23
C=CCn1c(SCC(=O)NCc2ccco2)nc2sc(C)c(C)c2c1=O	-20	23
CCn1c2ccccc2c2nnc(SCCCn3c(=O)[nH]c4ccccc43)nc21	30	27
CCCC(=O)N(c1ccc2oc(=O)sc2c1)S(=O)(=O)c1cccs1	8	37
NC(=O)Cn1c(=O)oc2ccccc21	33	29
O=C(Nc1ccccc1C(=O)NC1CCCC1)NC1CCCC1	0	38
CCOC(=O)c1cc(-c2ccc3c(c2)OCO3)nc2onc(C)c12	-44	29
CC1(C)CC(=O)N(CC(=O)O)c2ccccc2S1(=O)=O	-16	41
O=C(CCNC(=O)c1ccc(Br)o1)NCc1ccccn1	-35	55
CCOc1cc(S(=O)(=O)Nc2cc(C)cc(C)c2)ccc1Cl	45	18
COc1ccc(CCNS(=O)(=O)c2ccc3c(c2)OCCO3)cc1OC	-28	25
Cc1cc(C)c(C#N)c(SCC(O)CS(=O)(=O)Cc2ccccc2)n1 (centres undefined)	0	19
CS(=O)(=O)N(CC(=O)NCc1ccncc1)c1cc(Cl)cc(Cl)c1	49	16
Cc1nn(-c2ccccc2)c(C)c1C(=O)OCC(=O)NC(=O)NC1CCCCC1	-3	21
O=C(OCc1nc2ccccc2s1)c1cccc(S(=O)(=O)N2CCOCC2)c1	-53	46
Cc1csc(SC(C)C(=O)Nc2ccc(S(=O)(=O)N3CCCC3)cc2)n1 (centres undefined)	-10	24
CSc1nnc(-c2sc3cc(Cl)ccc3c2Cl)n1C	43	11
CCOC(=O)CC12CN3CN(C1)CC(CC(=O)OCC)(C3)C2=O	8	16
O=C(CSc1nnc(Cc2cccs2)n1-c1ccccc1)NC1CCCCC1	-46	27
COCc1c(Br)c(C)[nH]c(=O)c1C#N	40	11
CN(c1ccc(Cl)cc1)c1cc(=O)n(C)c2ccccc12	-24	23
O=C(CSc1nc(O)cc(=O)[nH]1)C1CC1	0	20
CN1CCc2c(sc3c2C(=O)NC(/C=C/c2ccco2)N3)C1 (centres undefined)	-57	26
COc1cc2c(cc1OC)-c1nnc(-c3ccco3)n1C1(CCCC1)C2	7	18
CCOc1ccc(-n2c(=O)cc(N3CCN(c4ccc(F)cc4)CC3)[nH]c2=O)cc1	-2	21
Cc1[nH]c2ccccc2c1C(O)CN1CCN(c2cccc(C(F)(F)F)c2)CC1 (centres undefined)	23	15
Cc1onc(-c2ccccc2)c1C(=O)NCc1ccccn1	-77	33
COc1ccc(CCNS(=O)(=O)c2ccccc2)cc1OC	-32	25
CCOc1ccc(S(=O)(=O)Nc2ccc(Cl)cn2)c(C)c1C	39	12
CCOC(=O)C(C(=O)NCC1CCCO1)C1CCCCC1 (centres undefined)	66	7.3
CC(C)CN(CC(C)C)S(=O)(=O)N1CCC(C(=O)NCc2ccc(F)cc2)CC1	11	33
CCOC(=O)c1cnc(SCC(=O)c2ccc(C)cc2)nc1N	-27	25
CN(CC(=O)NCc1cccs1)S(=O)(=O)c1cccc2cccnc12	21	36
CC1(C)CC(=O)C(C=NCCN2CCN(C(=O)CC3CCCC3)CC2)=C(O)C1	-18	45
O=c1n(-c2ccccc2)c(=O)n2n1CCCC2	49	9.4
COc1ccc(/C=C/C(=O)NNc2c(F)c(F)cc(F)c2F)cc1OC	-7	43
CCCCC(=O)Nc1cccc(NC(=O)CC)c1	-29	23
CCCc1nc(SCC(=O)Nc2ccccc2)c2c(=O)n(C)c(=O)n(C)c2n1	25	36
COc1ccc(C(=O)Nn2cc3c(c2-c2ccccc2)c(=O)n(C)c(=O)n3C)cc1	10	16
CCCN1CCC(N2CCN(c3cccc(C(F)(F)F)c3)CC2)CC1	-18	44
CC1=C(C)NC(=S)SC1	41	12
CCn1c(SCC(=O)N2CCN(c3ccccc3)CC2)nnc1-c1cc2cc(Cl)ccc2o1	-22	46
CC(C)Nc1ncnc2c1cnn2-c1ccccc1	3	30

# Next part.
canonical_smiles	mHtt clearance	mHtt clearance grain fraction
O=S(=O)(NCCc1ccccc1F)c1cccc(S(=O)(=O)N2CCOCC2)c1	1	34
O=C(O)c1ccc(C(=O)c2ccc3c(c2)C(=O)N(Cc2ccco2)C3=O)cc1	-50	29
CCN(c1cccc(C)c1)S(=O)(=O)c1cccc(C(=O)O)c1	51	9.5
C=CCNc1nnc(-c2ccncc2)s1	-11	47
CC1=C(C(=O)NC2CCC(C)CC2)C2(CCC(C)CC2)OC1=O (centres undefined)	69	9.5
O=C(NCCCN1CCCC1)c1cccc(N2CCCC2=O)c1	8	20
CN(C)C(=O)c1c(NC(=O)c2ccco2)sc2c1CCCCC2	24	15
O=C(O)CC1C(=O)NCCN1CCCc1ccccc1 (centres undefined)	-31	59
COc1ccccc1-n1c(SCC(=O)NC(C)(C)C)nnc1-c1ccco1	32	31
Cc1ccc(OCC(=O)N2CCN(C(=O)c3cccnc3)CC2)cc1	18	16
Clc1ccc(CCNc2nc3ccccc3n3nnnc23)cc1	-30	44
COc1cc2[nH]c(=O)c(C(=O)NCCCN3CCCCC3)c(O)c2cc1OC	-43	27
NS(=O)(=O)c1ccc(CCNC(=O)C2CCCCC2)cc1	-9	26
CCOC(=O)c1cnc2cc(-c3ccc(C)cc3)nn2c1-c1ccccc1	-23	44
Cc1c(C#N)c2ncnc(N)c2n1-c1ccccc1	29	13
CN(C)c1ccc(N/C=C/C(=O)c2ccc(F)cc2)cc1	-4	19
O=c1c2c(-c3ccco3)csc2nc(SCc2cn3cccnc3n2)n1-c1ccccc1	-10	48
CC(C)OP(=O)(c1ccc(N(C)C)cc1)C(O)c1ccccc1 (centres undefined)	-27	26
CCCS(=O)(=O)N1CCC(C(=O)NC2CCC(C)CC2)CC1 (centres undefined)	39	25
CC1(C)CC(=O)C2=C(C1)OC(N)=C(C#N)C2c1ccc(OC(=O)N2CCOCC2)cc1 (centres undefined)	-2	42
Cc1ccc(-c2nc3cc(Cl)ccc3o2)cc1	-15	27
CCN(CC)CCN1C(=O)C(=O)/C(=C(/O)c2c(C)[nH]c(C(=O)OC)c2C)C1c1ccccc1 (centres undefined)	43	11
COc1ccc(C)cc1S(=O)(=O)Nc1cc(Cl)ccc1Cl	39	12
CC(=C1C2C=CC1C1C(=O)NC(=O)C21)c1ccccc1 (centres undefined)	42	11
Nc1nonc1NC(=O)CSc1nc2ccccc2s1	57	10
COC(=O)Cn1cnc2c(nnn2-c2ccc(C)cc2)c1=O	15	16
Cc1ccc(CS(=O)(=O)CCC(=O)NCCC(C)C)cc1	-16	46
O=C(CSc1nnc(CNC(=O)c2cccs2)o1)NCc1ccc(F)cc1	-8	41
O=C(Oc1c(Cl)cc(Cl)c2cccnc12)N1CCCCC1	-4	20
O=C(CCn1cnc2ccccc2c1=O)Nc1cccc(Cl)c1	27	15
O=C(NCc1ccc(F)cc1)C1CCN(S(=O)(=O)N2CCCCC2)CC1	20	30
Cc1ccc(OC(=O)N2CCOCC2)cc1	-40	56
Cc1ccc(CN2C(=O)CCC2C(=O)NC(C)C)cc1 (centres undefined)	48	21
CN1C(=O)N(C)C2C1N(C)S(=O)(=O)N2C (centres undefined)	23	17
Cn1cccc1Cc1nnc(SCC(=O)Nc2ccc(F)cc2F)n1-c1ccc(F)cc1	21	26
CCOC(=O)C(C)Oc1cccc2c(=O)n(CC(=O)Nc3cccc(OC)c3)ccc12 (centres undefined)	30	33
Nc1ncnc2c1ncn2CCN1CCOCC1	63	6.3
CCCCNC(=O)Nc1ccccc1C(=O)NCCC	18	17
C=CCN1C(=O)/C(=N/n2cnnc2)c2ccccc21	33	26
CCSc1nnc(-c2cccnc2)n1-c1ccc(C)c(Cl)c1	-30	29
Cc1nc2nc(-c3ccc(Cl)cc3)nn2c(C)c1Cl	-44	57
COc1ccc(N(C(=O)c2ccco2)S(=O)(=O)c2cccs2)cc1	-54	32
CCOC(=O)C1(N(CC)CC)Sc2cc(C)ccc2NC1=O (centres undefined)	31	15
Cn1c(SCC(=O)N2CCN(c3ccccc3)CC2)nnc1-c1cc2ccccc2o1	28	12
COc1cc(CC(=O)Nc2ncc(C)s2)cc(OC)c1OC	-81	35
O=C1CSC2=NCN(c3ccccc3)CN12	40	24
Cn1c(=O)n(C)c2cc(C(=O)Nc3ccc4c(c3)OCO4)ccc21	26	15
COCCn1nnnc1C(c1ccccc1)N1CCN(c2ccccc2)CC1 (centres undefined)	46	11
COc1ccc(S(=O)(=O)N2CCC(C(=O)NCc3ccccn3)CC2)cc1C	-59	31
O=S(=O)(Nn1cnnc1)c1ccccc1Cl	-36	27
CCN(CCCNC(=O)c1cn(CC)c2ccc(S(=O)(=O)N(C)C)cc2c1=O)c1cccc(C)c1	4	19
CCOc1ccc(OCC)c(NC(=O)CCS(=O)(=O)c2ccc(Br)s2)c1	-50	28
COc1ccc(-n2nccc2-c2nn(-c3cccc(OC)c3)c(=O)n(C)c2=O)cc1	3	19
CCN1C(=O)/C(=C2\C=Cc3ccccc3N2CC)OC1=S	-31	49
O=C(C1CCCN(Cc2ccccc2)C1)N1CCCCC1 (centres undefined)	-316	132
N#CCCCSc1nnc(CSc2nc3ccccc3s2)n1-c1ccccc1	1	44
Cc1nc2nc(C)c(CCC(=O)N3CCc4ccccc43)c(C)n2n1	11	32
N#Cc1ccc(C(c2nnnn2C2CCCC2)N2CCC(Cc3ccccc3)CC2)cc1 (centres undefined)	-52	66
O=C1CCCN1CC(CN1CCOCC1)Sc1nnnn1-c1ccccc1 (centres undefined)	8	37
CCCCN(CC)C(=O)Cc1c(C(=O)O)[nH]c2ccc(Cl)cc12	33	14

# Structural class: those above with an NH in an aromatic ring
canonical_smiles	mHtt clearance	mHtt clearance grain fraction
Cc1cc(C)nc(N2C(=O)CC(C(=O)O)NC2=NCCc2c[nH]c3ccccc23)n1 (centres undefined)	-43	29
CCOc1ccc2[nH]c(=O)c(CN(Cc3nnnn3Cc3ccco3)C3CCCCC3)cc2c1	3	36
CCCc1[nH]nc2c1C(c1ccncc1)C(C#N)=C(N)O2 (centres undefined)	38	23
CCn1c2ccccc2c2nnc(SCCCn3c(=O)[nH]c4ccccc43)nc21	30	27
COCc1c(Br)c(C)[nH]c(=O)c1C#N	40	11
O=C(CSc1nc(O)cc(=O)[nH]1)C1CC1	0	20
CCOc1ccc(-n2c(=O)cc(N3CCN(c4ccc(F)cc4)CC3)[nH]c2=O)cc1	-2	21
Cc1[nH]c2ccccc2c1C(O)CN1CCN(c2cccc(C(F)(F)F)c2)CC1 (centres undefined)	23	15
COc1cc2[nH]c(=O)c(C(=O)NCCCN3CCCCC3)c(O)c2cc1OC	-43	27
CCN(CC)CCN1C(=O)C(=O)/C(=C(/O)c2c(C)[nH]c(C(=O)OC)c2C)C1c1ccccc1 (centres undefined)	43	11
CCCCN(CC)C(=O)Cc1c(C(=O)O)[nH]c2ccc(Cl)cc12	33	14

# The results go on:
canonical_smiles	mHtt clearance	mHtt clearance grain fraction
CCOc1ccc(NC(=O)CCS(=O)(=O)c2ccc3c(c2)CCCN3C(C)=O)cc1	-18	44
COc1ccc(CNC(=O)C2COc3ccccc3O2)c(OC)c1 (centres undefined)	-28	24
CCNC(=O)c1ccccc1-c1nc(-c2ccccc2Cl)no1	3	36
CC1CCCN(C(=O)CSCC(=O)N=c2sc3ccccc3n2C)C1 (centres undefined)	44	21
Cc1ccc(C(c2sc3ncnn3c2O)N2CC(C)CC(C)C2)cc1 (centres undefined)	61	12
CC(C)(C)NC(=O)Cn1nnc(-c2ccccc2Cl)n1	-7	38
COc1ccc(S(=O)(=O)N(C)CC(=O)O)c2ccccc12	-58	32
O=C(NCCO)c1nc2ccccc2s1	35	13
CCOC(=O)c1[nH]c(C(=O)O)c(CCN(CC)CC)c1C	14	32
C=CCc1cc(C=O)cc(OC)c1OCc1ccc(Cl)cc1	-9	24
O=C(CSc1nccn1-c1ccccc1)c1ccc(Br)cc1	-39	52
O=C1/C(=C/c2cccnc2)Oc2cc(OS(=O)(=O)c3ccc(F)cc3)ccc21	58	8.5
Cn1c(SCC(=O)c2ccccc2)nnc1C1CC1	49	16
NC(=O)C1(N2CCCCC2)CCN(CC(=O)Nc2cc(Cl)ccc2Cl)CC1	18	16

# From PubChem BioAssay
